# High-throughput results deposited in PubChem by several laboratories.
# AGP1-GFP MLPCN: modulators of AGP1-GFP expression in yeast TOR pathway, primary screen, cell-based, multiplex flow cytometry, S. cerevisiae, MLPCN library. GFP response vs DMSO, % at 10 µM. 0.02% of 320,000 active. 3 h; GFP as percent of DMSO wells. AID 2066, 2009;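 active = GFP response relative to DMSO above a set limit, near screen average plus 3 SD, cut at about 150% in these data; inconclusive = fewer than 70 cells counted for the yeast strain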;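 also: median GFP channel fluorescence of the gated AGP1 strain per well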
# LAP4 TOR yeast: modulators of LAP4-GFP expression in yeast, primary screen, S. cerevisiae, multiplex flow cytometry, MLPCN library | 3 h; median GFP as percent of DMSO wells | GFP response vs DMSO, % at 10 µM | 0.34% of 320,000 active | AID 2023, 2009;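 active = GFP response vs DMSO above a set limit, about the screen mean plus 3 SD, cut at about 150% in these data; inconclusive = under 70 cell events counted for the yeast strain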
# MEP2-GFP yeast: modulators of MEP2-GFP levels in yeast, primary screen, S. cerevisiae, multiplex flow cytometry, MLPCN library | S. cerevisiae MEP2-GFP strain, 3 h; 100% = DMSO control level | 0.51% of 330,000 active | GFP response vs DMSO, % at 10 µM;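 active = GFP response versus DMSO above a set limit, roughly screen mean plus 3 SD, cut at about 180% in these data; inconclusive = fewer than 70 cells counted for a yeast strain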;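 also: median GFP fluorescence of the barcode-gated MEP2-GFP cells per well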
# VLA-4 inh: inhibition in human VLA-4 binding assay, primary screen, VLA-4 allosteric modulator project, MLPCN library, flow cytometry, VLA-4 expressing cells; inhibition, % (about 7 µM as worked out from the volumes in the protocol); Integrin alpha-4 (Homo sapiens), P13612; 0.2% of 330,000 active; ligand binding flow cytometry; AID 2557, 2010; in the data active = inhibition above about 50%
# CIT2 TOR yeast: modulators of CIT2-GFP expression in yeast, primary screen, S. cerevisiae, GFP fusion, multiplex flow cytometry, MLPCN library; AID 2029, 2009; GFP response vs DMSO, % at 10 µM; 0.065% of 320,000 active; S. cerevisiae CIT2-GFP strain, 3 h; 100 means same as DMSO wells;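 active = GFP response relative to DMSO above a set limit, near the screen mean plus 3 SD, cut at about 150% in these data; inconclusive = Fewer than 70 cells measured for a yeast strain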;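 also: ratio of well median GFP fluorescence to mean of DMSO wells on the plate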
# RPL19A TOR yeast: RPL19A-GFP expression modulators in yeast, primary screen, cell-based, S. cerevisiae, multiplex flow cytometry, MLPCN. S. cerevisiae RPL19A-GFP strain, 3 h; stronger effect = lower value. percent response vs DMSO, % at 10 µM. 0.3% of 330,000 active. AID 2025, 2009;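 active = percent response vs DMSO below 50%; inconclusive = fewer than 70 events counted for the yeast strain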;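 also: median channel GFP fluorescence of the barcoded RPL19A-GFP strain; ratio of sample median GFP to plate DMSO average so 100% = DMSO; lower means less RPL19A-GFP as with rapamycin TOR inhibition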
# GRK2 inh: compounds blocking aptamer binding on GRK2 – biochemical, human GRK2, bead flow cytometry, HTS, primary screen | FAM-aptamer displacement from GRK2 | inhibition of aptamer binding, % at 10 µM | Beta-adrenergic receptor kinase 1 (Homo sapiens), P25098 | AID 488847, 2010 | 0.59% of 330,000 active;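 active = inhibition of aptamer binding above 40%, roughly 3 SD of noise, on plates passing a quality check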;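 also: median bead fluorescence of bound FAM aptamer so fluorescent compounds give negative values; no value below 0 was filed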
# Target sequence (P25098 whole entry, looked up): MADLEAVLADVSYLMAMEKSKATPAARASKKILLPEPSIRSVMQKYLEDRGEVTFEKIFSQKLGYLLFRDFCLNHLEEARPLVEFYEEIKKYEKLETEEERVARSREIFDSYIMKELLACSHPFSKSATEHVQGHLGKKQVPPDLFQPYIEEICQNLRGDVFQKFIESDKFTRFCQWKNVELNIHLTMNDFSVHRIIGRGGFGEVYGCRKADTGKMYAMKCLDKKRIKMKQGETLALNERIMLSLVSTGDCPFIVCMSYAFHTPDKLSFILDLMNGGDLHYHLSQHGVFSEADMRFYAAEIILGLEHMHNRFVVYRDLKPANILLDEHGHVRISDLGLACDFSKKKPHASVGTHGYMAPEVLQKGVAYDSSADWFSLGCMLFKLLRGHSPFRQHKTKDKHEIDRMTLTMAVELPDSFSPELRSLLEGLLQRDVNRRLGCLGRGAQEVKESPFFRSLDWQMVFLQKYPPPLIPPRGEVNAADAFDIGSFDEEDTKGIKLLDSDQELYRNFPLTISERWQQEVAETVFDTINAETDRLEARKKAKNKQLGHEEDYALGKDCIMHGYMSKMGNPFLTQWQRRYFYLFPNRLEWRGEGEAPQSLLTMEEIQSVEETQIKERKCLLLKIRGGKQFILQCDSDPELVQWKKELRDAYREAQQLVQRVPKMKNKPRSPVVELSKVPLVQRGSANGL
# GASC-1 inh: inhibitors of GASC-1 histone demethylase, primary screen, biochemical, fluorescence, DELFIA europium; GST-JMJD2C(1-420) H3K9me3 demethylation; inhibition, % at 2.35 µM; 0.069% of 330,000 active; AID 2099, 2009;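 active = more than half of a compound's replicate wells show inhibition beyond 50%, single wells judged on their own value; inconclusive = some, but no more than half, of replicates pass 50% inhibition; inactive = no replicate passes 50% inhibition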;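 also: signal counts dimethyl H3K9 product captured on neutravidin plate; 0% = median of DMSO wells and 100% = 0.3 times that DMSO median; strong numbers were not always called active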
# Target sequence (Q9H3R0 1-420 limits assumed): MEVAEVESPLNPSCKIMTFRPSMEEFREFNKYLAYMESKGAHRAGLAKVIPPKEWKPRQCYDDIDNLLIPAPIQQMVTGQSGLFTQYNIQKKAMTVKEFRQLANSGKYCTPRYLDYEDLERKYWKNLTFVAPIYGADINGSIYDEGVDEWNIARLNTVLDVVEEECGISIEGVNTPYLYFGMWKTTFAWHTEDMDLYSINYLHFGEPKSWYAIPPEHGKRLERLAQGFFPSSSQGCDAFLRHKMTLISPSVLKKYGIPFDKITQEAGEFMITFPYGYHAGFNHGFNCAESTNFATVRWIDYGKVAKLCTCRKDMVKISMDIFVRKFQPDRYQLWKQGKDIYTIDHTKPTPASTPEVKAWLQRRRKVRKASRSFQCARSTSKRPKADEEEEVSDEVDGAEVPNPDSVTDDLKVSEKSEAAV
# Starred values were filed as active, the others as inactive; ? = inconclusive; . = no result given; & = joins results of further samples.
CIT2 TOR yeast	GRK2 inh	MEP2-GFP yeast	VLA-4 inh	RPL19A TOR yeast	AGP1-GFP MLPCN	LAP4 TOR yeast	GASC-1 inh	molecule
102	0	107	15	98	101	98	4	COc1ccc(C(=O)NNC(=O)c2cccs2)cc1S(=O)(=O)N1CCOCC1
89	1	106	9	96	96	101	2	O=C(Nc1ccc(/C=C/c2nc3ccccc3o2)cc1)c1c(F)cccc1F
92	1	97	-1	95	97	99	11	COc1ccc(OC)c(N/C(C)=C/C(=O)c2ccc(Br)cc2)c1
100	0	96	-9	98	107	91	2	CC1(C)NC(=O)N(CC(O)CN(Cc2ccccc2)Cc2ccccc2)C1=O (stereo not drawn)
81	0	86	12	94	.	86	-5	O=C(CNC(=S)NC(=O)c1ccco1)c1ccccc1
121	0	110	-9	107	108	104	4	CCOc1ccc(N(CC(=O)NCc2ccccc2Cl)S(=O)(=O)c2c(C)noc2C)cc1
87	2	101	29	99	100	101	1	Cc1sc2nc3ccc(NCc4ccco4)nn3c(=O)c2c1C
.	0	119	11	97	.	.	6	CCc1c(C)nc2c(-c3ccccc3)c(C)nn2c1Nc1ccc(NC(C)=O)cc1
107	4	108	5	108	100	98	3	O=C(CN1CCCC1)OCCCc1ccccc1
97	0	97	19	97	99	107	-18	CNCCC(Oc1ccccc1OC)c1ccccc1 (stereo not drawn)
91	0	87	0	89	?	?	4	COc1ccc(OCC(=O)NCC(c2cccs2)N2CCOCC2)cc1 (stereo not drawn)
97	2	100	-4	101	102	99	-13	CC(C)Nc1nc(NC(C)C)nc(SCC(N)=O)n1
97	0	94	-13	98	99	102	1	COc1ccc(/C=C2\CCOC2=O)cc1
94	0	105	-2	100	93	97	9	CCN(CCn1cccn1)Cc1c(C(=O)N2CCCCCCC2)nc2ccc(Cl)cn12
100	0	108	11	105	105	102	-12	CC(C)NC(=O)CN1C(=O)c2cccc3cccc1c23
114	1	111	-5	101	108	108	0	CCOC(=O)Cn1nc(CC)c2ccccc2c1=O
.	0	94	21	94	86	95	2	CCC(NC(=O)NCc1ccc2c(c1)OCO2)(C(F)(F)F)C(F)(F)F
95	0	105	4	99	89	102	4	Cc1nc2nc(-c3cccnc3)[nH]n2c(=O)c1C
88	2	93	5	93	100	103	4	CC12CCC(C1)C(C)(C)C2NS(=O)(=O)c1ccc(F)cc1 (stereo not drawn)
91	0	99	20	97	105	107	9	COCCN(C(=O)COC(=O)c1ccc(Cl)s1)c1c(N)n(Cc2ccccc2)c(=O)[nH]c1=O
71	2	123	6	92	92	136	5	O=c1c2c3c(sc2ncn1/N=C/c1ccc([N+](=O)[O-])o1)CCCC3
108	1	108	13	106	109	100	13	COC(=O)c1ccccc1NC(=O)CSc1nc2ncccc2[nH]1
96	1	98	5	102	100	94	.	COc1cc(OC)cc(-c2nc(SCC(=O)Nc3ccccc3F)n[nH]2)c1
98	4	95	-19	97	96	91	20	CCOC(=O)CSc1nc2cc(C)cc(C)c2cc1C#N
103	5	97	-5	104	103	98	12	O=C(CCC(=O)NC1CC1)Nc1nnc(C2CCCCC2)s1
105	0	103	7	102	98	95	0	O=C(Nc1cccnc1)c1cc(S(=O)(=O)N2CCOCC2)ccc1Br
104	0	100	-2	98	106	102	-13	O=C(NC1CC1)c1ccc(S(=O)(=O)NCC2CCCCC2)cc1
83	3	88	-15	86	86	100	2	S=C(NCc1ccco1)N1CCC(c2nc3ccccc3o2)CC1
108	1	115	10	91	96	98	-2	C=CCn1c(Sc2ccccc2)nc2c1c(=O)[nH]c(=O)n2C
97	7	105	-9	101	97	86	-30	CC1=CC(=O)C(C(C)C)=C/C1=C(\c1cc(C(C)C)c(OP(=O)(O)O)cc1C)c1ccccc1C(=O)O
99	42*	102	0	97	99	101	-7	NC(=O)C1CCN(CC(=O)Nc2cccnc2Cl)CC1
99	0	102	-2	98	105	104	-2	COc1ccc(CN(C)C(=O)C2CCN(C(=O)Nc3ccccc3)CC2)cc1OC
92	1	106	5	102	97	101	-12	CSc1ccc(Cl)c(C(=O)N2CCOc3ccccc32)c1
112	0	105	-7	106	103	104	2	CCOc1ccc(N2C(=O)CC(N3CCN(c4ccc([N+](=O)[O-])cc4)CC3)C2=O)cc1 (stereo not drawn)
97	5	101	14	100	102	115	-5	COc1cccc(C(=O)NCc2nnc(SCC(=O)Nc3nccs3)n2-c2ccccc2)c1
88	2	91	15	95	91	94	3	O=C(Nc1ccccc1F)Nc1ccc([N+](=O)[O-])cc1Cl
103	0	103	3	103	95	99	5	CCOC(=O)c1sc(NC(=O)C(CC)Sc2nnc3c4ccccc4n(CC)c3n2)nc1C (stereo not drawn)
108	0	119	-23	104	117	108	-6	COc1ccc(-c2cc(C(=O)N3CCN(S(=O)(=O)c4ccc(C)cc4)CC3)[nH]n2)cc1
105	0	98	-5	97	102	102	-7	CCCCN(CC)CCNC(=O)CNC(=O)Cn1ccc2ccccc2c1=O
91	0	98	-12	97	97	109	-7	O=C(NCc1csc(-c2cccs2)n1)c1ccsc1
101	0	114	13	100	104	105	16	O=S(Cc1ccc(Cl)cc1)c1ncc(CO)n1Cc1ccccc1 (stereo not drawn)
106	1	110	1	110	95	100	31	CC(=O)N(Cc1ccc(Br)cc1)c1ccccc1C(=O)O
87	3	100	6	90	92	93	-3	CC1CC(C)(C)NC(=S)N1CC(=O)NCc1ccc(Cl)cc1 (stereo not drawn)
98	2	106	6	97	107	108	-6	CC(CN1C(C)CCCC1C)OC(=O)c1ccc(Cl)cc1Cl (stereo not drawn)
87	1	105	11	99	74	114	-6	O=C(c1c[nH]c2ccccc12)C(Cl)c1ccccc1 (stereo not drawn)
97	2	100	-4	97	111	111	13	Cn1nc(C(F)(F)F)c(-c2ccc(Br)cc2)c1NC(=O)C1CCC1C(=O)O (stereo not drawn)
100	1	103	-4	101	97	103	15	CN(C)/C=C1\N=C(c2cccs2)OC1=O
99	15	99	29	97	98	94	0	CCCCn1nc(C(=O)N(C)CC(=O)Nc2ccc(F)c(F)c2F)ccc1=O
99	2	101	-17	103	97	102	7	Cc1occc1C(=O)Nc1cc(C(F)(F)F)ccc1Cl
99	0	90	18	99	98	90	1	CC(C)(C)OC(=O)C[C@@H]1C/C=C\C[C@@H](CC(=O)N(CCO)Cc2ccccc2)C(=O)N[C@H](Cc2c[nH]c3ccccc23)COC1=O
92	2	175*	9	82	25	91	-1	O=C(OCc1cccc([N+](=O)[O-])c1)c1cnccn1
105	2	94	-3	96	105	108	-4	CCOC(=O)N1CCN(C(=O)c2cccc(S(=O)(=O)Nc3ccc(Br)cc3)c2)CC1
93	0	95	-3	97	101	102	0	CC(NC(=O)C1CCN(C(=O)Nc2ccccc2)CC1)c1ccccc1 (stereo not drawn)
91	0	97	-5	94	97	93	4	CSc1ncccc1C(=O)Nc1ccccc1N1CCOCC1
72	1	93	-1	95	93	117	-6	COc1ccccc1NC(=O)CSc1ccc(-c2cccs2)nn1
88	1	94	3	94	.	104	-2	Brc1ccc(-c2nnc(SCCC3OCCCO3)o2)cc1
101	0	96	29	98	104	96	4	CCCC(c1nnnn1C(C)(C)CC)N1CCN(C2CCCC2)CC1 (stereo not drawn)
98	0	95	16	97	101	108	9	Cc1ccc(CN2CCN(c3ccccc3Cl)CC2)o1
100	0	100	2	97	102	118	0	Clc1ccccc1Cn1nnc2c(Nc3ccccc3)ncnc21
96	13	107	-146	104	114	119	-7	Cc1cc(NC(=O)C2CC=CCC2C(=O)O)no1 (stereo not drawn)

# Filtered by structure: those above containing a COOH group (4)
CIT2 TOR yeast	GRK2 inh	MEP2-GFP yeast	VLA-4 inh	RPL19A TOR yeast	AGP1-GFP MLPCN	LAP4 TOR yeast	GASC-1 inh	molecule
97	7	105	-9	101	97	86	-30	CC1=CC(=O)C(C(C)C)=C/C1=C(\c1cc(C(C)C)c(OP(=O)(O)O)cc1C)c1ccccc1C(=O)O
106	1	110	1	110	95	100	31	CC(=O)N(Cc1ccc(Br)cc1)c1ccccc1C(=O)O
97	2	100	-4	97	111	111	13	Cn1nc(C(F)(F)F)c(-c2ccc(Br)cc2)c1NC(=O)C1CCC1C(=O)O (stereo not drawn)
96	13	107	-146	104	114	119	-7	Cc1cc(NC(=O)C2CC=CCC2C(=O)O)no1 (stereo not drawn)

# The list continues.
CIT2 TOR yeast	GRK2 inh	MEP2-GFP yeast	VLA-4 inh	RPL19A TOR yeast	AGP1-GFP MLPCN	LAP4 TOR yeast	GASC-1 inh	molecule
108	1	104	0	105	109	98	145&-6	COc1ccc(CCNC(=O)CN(c2ccc(OC)c(OC)c2)S(C)(=O)=O)cc1OC
101	1	101	12	97	96	93	-13	CCOc1ccc(NC(=O)Cn2nc(-c3ccccc3Cl)n(CC)c2=S)cc1
102	0	102	12	98	.	100	4	Cc1cc(C)c2cc(CN(CCO)C(=O)Nc3ccc(Cl)cc3)c(=O)[nH]c2c1
98	0	99	14	98	106	103	57	COc1ccc(OCC(=O)Nc2c(C(=O)N3CCC(N4CCCCC4)CC3)oc3ccccc23)cc1
98	0	105	14	97	99	92	10	O=C(Nc1nnc(S(=O)(=O)N2CCCCCC2)s1)c1ccc(Cl)cc1
105	0	104	2	104	102	102	-15	Cc1ccc(CCNC(=O)CCNS(=O)(=O)c2ccc3c(c2)oc(=O)n3C)cc1
87	0	98	10	103	93	111	3	CCN(CC)C(=O)N1CCN(C)CC1
102	1	96	3	93	102	.	-4	O=C(N/N=C/c1cccnc1)c1cc(Br)ccc1O
107	2	107	7	103	101	95	-3	COC(=O)C1CCN(C(=O)CC(NC(=O)C(F)(F)F)c2cccs2)CC1 (stereo not drawn)
108	0	106	-1	102	105	110	-2	COc1ccccc1CN1CC(C(=O)NCCc2ccc(Cl)cc2)CC1=O (stereo not drawn)
103	1	112	10	101	97	102	-5	COc1c(Br)cc(C(N)=O)cc1OCc1ccccc1
110	0	105	3	106	116	107	.	CCCNC(=O)c1onc(CS(=O)(=O)c2cc(C)cc(C)c2)c1C(=O)NCCC
84	0	80	-1	90	.	82	-51	CCOC(=O)c1sc(N/N=C/c2cccc(C)c2)nc1C
100	11	105	16	105	106	107	1	O=C(c1ccc(Cn2c(=O)[nH]c3ccccc3c2=O)cc1)N1CCN(c2ccccc2)CC1
111	1	102	7	99	99	100	8	CCC(=O)N1CCN(C(=O)CC)C1c1ccccc1
108	2	99	0	102	105	93	0	Cn1cccc1C(=O)OCC(=O)Nc1sccc1C#N
95	0	97	15	96	102	101	-7	COc1ccc(NC(=S)N(CCCN2CCC(C)CC2)Cc2cccs2)cc1
100	0	98	-3	98	102	100	0	CCOc1ccc(N2CC(C(=O)NCCCN3CCOCC3)CC2=O)cc1 (stereo not drawn)
97	0	108	19	111	99	104	-5	CC(=O)N/C(=C\c1ccccc1)C(=O)NC(C)C(=O)O (stereo not drawn)
105	1	93	2	101	107	93	1	Cc1ccc(S(=O)(=O)N(C)CC(=O)OCC(=O)c2ccc3c(c2)NC(=O)CO3)cc1
92	2	102	3	98	100	96	-7	C=CCn1c(SCc2ccc(C(=O)NCCO)cc2)nc2ccccc2c1=O
90	0	97	0	95	93	96	-10	Clc1ccc(CSc2nnc(-c3cccnc3)n2Cc2ccco2)c(Cl)c1
